Screening data deposited in PubChem by National Center for Advancing Translational Sciences (NCATS).
HEK293 tox = qHTS of GLP-1 Receptor Inverse Agonists: Cytotox Screen; HEK293 cAMP-luciferase reporter cells, luminescence, 24 h; Potency, µM (highest dose often 38.3 µM), without a hit: at the highest dose activity change, negative = inhibition, hits mostly inhibitors; 0.13% of 410,000 active;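 note: loss of luciferase light is scored as toxicity; potency is the fitted concentration of half-maximal effect; % is set by controls: 0 for no effect and ±100 for the full control effect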
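Seeding density was 200 cells/uL; after overnight-length (12 h) culture, 23 nL compounds went on for 24 h at 37 °C. Readout used a luciferase detection reagent, luminescence taken after 12 min at room temperature.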
PI5P4K alpha inh = qHTS for Inhibitors of phosphatidylinositol 5-phosphate 4-kinase (PI5P4K); Phosphatidylinositol 5-phosphate 4-kinase type-2 alpha (Homo sapiens), P48426; PI5P4Kalpha enzyme, ADP-Glo luminescence, 60 min; active compounds read low; max response, %; 1.2% of 330,000 active; active = max response of -50% or lower; inconclusive = between -30% and -50%; inactive = -30% or higher; note: value at the top dose of about 77 µM; % is set by controls: 0 for no effect and ±100 for the full control effect
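PI5P4Kalpha ADP-Glo assay; 5 microM ATP final; 60 min RT reaction; HEPES pH 7.4/EGTA/CHAPS, 5% DMSO; controls lacking substrate or enzyme; luminescent end-point.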
IL2 activator = qHTS of IL-2 Activators. IL-2 activation reporter assay, cell-based qHTS; stimulated with anti-CD3/CD4/CD28 beads; in transgenic mouse T cells. 0.065% of 360,000 active. activation, % (series mostly up to about 46 µM). AID 652025, 2013; in the data active = activation above about 50%; inconclusive = mostly about 30% to 49%; note: 0% is about no effect
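Using fluorescent plate cytometry, EGFP and DsRed are detected in transgenic mouse T cells stimulated 18 h at 37 degrees C with antibody-coated beads after 60 min compound pretreatment.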
PLK1 PBD inh = qHTS for Inhibitors of PLK1-PDB (polo-like kinase 1 - polo-box domain): Primary Screen; Potency, µM, for inactives: max response, negative = inhibition, hits mostly inhibitors; 2.8% of 360,000 active; Plk1 PBD binding of FITC phosphopeptide, fluorescence polarization; AID 720504, 2013; Serine/threonine-protein kinase PLK1 (Homo sapiens), P53350; note: potency is the fitted concentration of half-maximal effect; series mostly up to about 57 µM; % is set by controls: 0 for no effect and ±100 for the full control effect; nearly all actives have a fitted effect of over 65% in size
Target sequence (P53350 whole entry, looked up, the tested form may be a part): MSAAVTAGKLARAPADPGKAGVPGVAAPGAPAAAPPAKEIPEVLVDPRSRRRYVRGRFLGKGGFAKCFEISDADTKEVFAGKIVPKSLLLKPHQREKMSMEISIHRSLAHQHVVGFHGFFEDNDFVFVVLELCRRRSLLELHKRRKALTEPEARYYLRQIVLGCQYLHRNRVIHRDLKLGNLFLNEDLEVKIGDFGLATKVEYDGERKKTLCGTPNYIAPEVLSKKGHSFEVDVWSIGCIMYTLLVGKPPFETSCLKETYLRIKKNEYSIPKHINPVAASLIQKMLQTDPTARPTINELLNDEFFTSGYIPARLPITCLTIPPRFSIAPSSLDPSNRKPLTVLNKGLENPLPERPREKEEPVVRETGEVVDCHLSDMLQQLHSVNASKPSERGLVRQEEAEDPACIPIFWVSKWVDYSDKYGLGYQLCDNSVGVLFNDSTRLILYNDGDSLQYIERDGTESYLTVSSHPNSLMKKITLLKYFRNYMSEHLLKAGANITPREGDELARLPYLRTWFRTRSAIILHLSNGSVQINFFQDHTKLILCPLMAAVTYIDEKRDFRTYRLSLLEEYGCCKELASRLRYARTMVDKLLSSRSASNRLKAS
EPAC1 agonist = qHTS for Agonist of cAMP-regulated guanine nucleotide exchange factor 3 (EPAC1): primary screen; EPAC1 agonist qHTS, biochemical assay; response scale: 100% = response to 6.5 mM cAMP; Potency, µM (series often up to 154 µM), for inactives: at the highest dose activation, usual class: activators; 0.073% of 360,000 active; note: potency is the fitted concentration of half-maximal effect; nearly all actives have a fitted effect of over 60% in size
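Nucleotide exchange by EPAC1 (100 nM) on Rap1B–BODIPY-GDP (250 nM) in the presence of 50 uM GDP is tracked fluorescently at 480/540 nm over 30 min. Signals are normalized to a 6.5 mM cAMP control.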
GLP-1R inv ag = qHTS of GLP-1 Receptor Inverse Agonists (Inhibition Mode) | Glucagon-like peptide 1 receptor (Homo sapiens), P43220 | HEK293 GLP-1R CRE-luciferase, luminescence, 24 h; GLP-1R form is constitutively active | Potency, µM (titrated, usually from 38.3 µM), without a hit: at the highest dose activity change, negative = inhibition, actives largely listed as inhibitors | 1.6% of 410,000 active | AID 624417, 2012; note: potency is the fitted concentration of half-maximal effect; % is set by controls: 0 for no effect and ±100 for the full control effect; nearly all actives have a fitted effect of over 55% in size
Target sequence (P43220 whole entry, looked up): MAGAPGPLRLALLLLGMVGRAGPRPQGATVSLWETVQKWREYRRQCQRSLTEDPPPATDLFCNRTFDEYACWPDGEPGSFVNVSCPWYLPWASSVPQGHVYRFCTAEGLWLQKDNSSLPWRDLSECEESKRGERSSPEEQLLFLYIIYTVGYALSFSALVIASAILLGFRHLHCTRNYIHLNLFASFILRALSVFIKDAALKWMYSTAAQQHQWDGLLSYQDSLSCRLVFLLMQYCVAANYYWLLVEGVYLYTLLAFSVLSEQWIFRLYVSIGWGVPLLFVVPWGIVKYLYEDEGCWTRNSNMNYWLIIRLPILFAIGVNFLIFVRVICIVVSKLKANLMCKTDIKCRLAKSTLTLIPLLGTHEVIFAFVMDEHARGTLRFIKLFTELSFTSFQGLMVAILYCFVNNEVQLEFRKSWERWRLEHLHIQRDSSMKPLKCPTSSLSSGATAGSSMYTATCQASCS
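qHTS in 1536-well format: reporter HEK293 cells expressing constitutive GLP-1R activity in DMEM + 10% Nu serum, 24 hr with compounds at 37 deg C, luminescence read after 12 min with detection reagent.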
GLP-1R agonist = qHTS of GLP-1 Receptor Agonists. Glucagon-like peptide 1 receptor (Homo sapiens), P43220. HEK293 GLP-1R CRE-luciferase, luminescence, 4-6 h; cells express a hypersensitive GLP-1R form. Potency, µM (titrated, usually from 45.6 µM), without a hit: at the top dose activation, most hits filed as activators. 0.007% of 380,000 active. AID 624172, 2012; note: potency is the fitted concentration of half-maximal effect; % of control where 0% means no effect
PTHR1 agonist = qHTS for PTHR1 Agonists: Primary Screen | Parathyroid hormone/parathyroid hormone-related peptide receptor (Homo sapiens), Q03431 | HEK293 GP2 PTHR1 cells, GloSensor cAMP luminescence, 1 h | Potency, µM (highest dose often 115 µM), for inactives: top-dose activation, actives largely listed as activators | 0.075% of 410,000 active; note: potency is the fitted concentration of half-maximal effect; nearly all actives have a fitted effect of over 55% in size; some results filed as inactive show a strong effect at the top dose; inactives centre near -15; many of its hits are not listed in these tables
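HEK-293-derived GP2 cells expressing PTHR1 and a GloSensor cAMP reporter, 3,000/well, plated overnight, given luciferin plus IBMX (each 0.5 mM as added) for 1 h at 37 °C, then compound for 1 h at 37 °C. Luminescence was read after 15 min at room temperature.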
EPAC1 antagonist = qHTS for Antagonist of cAMP-regulated guanine nucleotide exchange factor 3 (EPAC1): primary screen | 0.14% of 360,000 active | Rap guanine nucleotide exchange factor 3 (Homo sapiens), O95398 | EPAC1 GEF assay, Rap1b-BODIPY-GDP exchange fluorescence | Potency, µM (series often up to 115 µM), for inactives: at the top dose activity change, negative = inhibition, actives largely listed as inhibitors;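 note: potency is the fitted concentration of half-maximal effect; plate controls were vehicle for no effect and positive control for full effect; nearly all actives have a fitted effect of over 50% in size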
An asterisk follows results filed as active; i = inactive; ? = inconclusive; nt = not tested or not shown; & = joins results of further samples; [ ] = another dose, or the depositor's remark. Unless noted, calls come from the whole dose curve; as a rule, active = well fitted curve in the direction sought with a large enough effect; inconclusive = small, poorly fitted or top-dose-only effect, or another doubt; inactive = no such curve, though single readings can be large; an effect the other way counts as inactive or inconclusive. Not all compounds are listed; rates above refer to the full screens.

Every second line gives: HEK293 tox | PI5P4K alpha inh | IL2 activator | PLK1 PBD inh | EPAC1 agonist | GLP-1R inv ag | GLP-1R agonist | PTHR1 agonist | EPAC1 antagonist
> Cc1ccc2c(c1)NC(=O)C(CC(=O)NC1CCCCC1C)O2 (stereo not given)
  -17% | -2 | 2.5 | -17% | -7% | 9% | -2% | -39%[inhibitor] | -2%
> CCOC(=O)C1(Cc2ccccc2C)CCCN(C(=O)c2ccnn2C)C1 (stereo not given)
  8% | 1 | 1.3 | -18% | 1% | 9% | 5% | i | 16%
> COc1ccccc1C1CC(c2cccs2)=Nc2ccccc2S1 (stereo not given)
  13% | 8 | -0.7 | -18% | 14% | ? | -8% | -5% | -10%
> CC(=O)Oc1ccc(/C=N/NC2=NS(=O)(=O)c3ccccc32)cc1
  -24% | -5 | -3.8 | 6% | -4% | 0% | -5% | i | 9%
> CN(C)/N=C/C=C1\CCC/C(=C\c2ccc(F)c(F)c2)C1=O
  10%[7.66 µM] | -3 | -0.5 | -10% | 15% | -1%[7.66 µM] | 8% | -27% | 1%
> O=c1[nH]c(-c2ccc(F)cc2)nc2c1sc(=S)n2-c1ccccc1
  -5% | 1 | 0.2 | ? | -2% | 3% | 13% | -44%[inhibitor] | -3%
> COC(=O)C(Cc1c[nH]c2ccccc12)NC(=O)C(=O)c1c[nH]c2ccccc12 (stereo not given)
  -12% | 1 | -2.4 | -5% | 6% | ? | 0% | i | 9%
> NC(=S)N/N=C/c1cccc(O)c1O
  -8% | 1 | 1.0 | -3% | 2% | 88%[activator] | 6% | i | -21%
> CCn1c(SCC(=O)NC(=O)Nc2ccc3c(c2)OCCO3)nnc1-c1cccs1
  -10% | -5 | 1.2 | -5% | -4% | -20% | -4% | -14%[57.5 µM] | 0%
> O=C1NC[C@H](CCCCN2CCN(CC3CCCCC3)C(=O)C2=O)N(Cc2ccccc2)C1=O
  1% | -7 | -0.6 | -4% | -9% | 26% | 8% | i | -19%
> Cc1ccc(-c2ccc(=O)n(CCC(=O)NCCN3CCCCC3C)n2)cc1 (stereo not given)
  -5% | 2 | 0.3 | -5% | 1% | -45% | 9% | 1%[57.5 µM] | -4%
> CNC[C@@H]1OCc2ccccc2-c2ccccc2C(=O)N([C@H](C)CO)C[C@@H]1C
  -4% | 2 | -2.1 | -15% | -5% | 4% | 13% | -16% | -25%
> O=C(NNC(=O)c1ccc(Oc2ccc(C3SCCS3)cc2)o1)c1ccc(Cl)cc1
  -6% | -4 | 0.0 | -1% | 10% | ? | 4% | -50%[inhibitor] | -1%
> COc1ccc(Cl)cc1NC(=O)CSc1nnc(-c2ccco2)o1
  -10% | -9 | 0.8 | -3% | 5% | 11% | 3% | i | 3%
> O=C(NCc1cccnc1)C1CCC(c2ccc(Cl)cc2)CC1 (stereo not given)
  14% | -8 | -0.3 | -11% | 6% | -28% | -1% | -35% | -7%
> CCN(CC)C(=O)Cn1cc(/C=C(\C#N)C(=O)N2CCN(c3ccccc3)CC2)c2ccccc21
  -5% | nt | -0.5 | -5% | 5% | -3% | -1% | i | -19%
> COc1ccccc1C(=O)NN(C)C1=NS(=O)(=O)c2ccccc21
  0% | -2 | -0.2 | -5% | 0% | 3% | 3% | i | 6%
> COc1ccccc1NC(=O)CN1C(=O)NC2(CCCc3ccccc32)C1=O (stereo not given)
  -10% | 1 | -0.2 | -12% | 1% | -16% | 6% | 37% | -10%
> Cc1cccc(NC(=O)c2cc3c(n(-c4ccccc4)c2=O)CCCC3=O)n1
  -9% | -4 | 0.0 | -3% | 5% | 38%[activator] | -9% | -7%[57.5 µM] | 2%
> O=C(C1CC1)N1N=C(c2ccccc2)CC1(O)C(F)(F)F (stereo not given)
  -6% | -1 | 0.0 | -7% | 11% | -11% | 19% | -20% | -3%
> COc1ccc(C(=O)NCc2cc(C)nc3ccccc23)cc1
  ? | -1 | -0.7 | ? | 2% | ? | 8% | i | 0%
> Cc1cccc(C)c1NC(=O)CNC(=O)CCCN1C(=O)c2cccc3cccc(c23)C1=O
  -2% | 2 | -0.7 | -5% | -3% | 22% | 7% | -13% | -4%
> O=C(Cc1ccccc1)NN=Cc1ccccc1
  -18% | 0 | -4.3 | 1% | -10% | 20% | 14% | i | 11%
> Cc1cccc(N/C(N)=N/c2nc(C)cc(C)n2)c1
  -23% | 2 | -2.8 | -6% | 5% | -22% | -16% | i | 15%
> CCCCC[C@@H](C)N1C[C@@H](COCc2ccccc2)Oc2cc(N3CCC[C@@H]3COC)ccc2S1(=O)=O
  5% | 2 | -1.0 | 1% | 1% | ? | -1% | -24% | -3%
> CSc1nc(N)cc(=O)[nH]1
  -5% | 3 | 0.7 | -4% | -4% | 1% | -4% | i | 1%
> CCOP(=O)(c1ccc(N(C)C)cc1)C(O)c1ccncc1 (stereo not given)
  -4% | -1 | 0.7 | -8% | -3% | 3% | 6% | -25% | 0%
> C=CCn1c(SCC(=O)Nc2ccc(Br)cc2)nc(O)c(CC)c1=O
  -2% | 1 | 0.2 | -21% | -3% | -15% | 0% | -69%[inhibitor] | -22%
> CCOC(=O)CNC(=O)c1ccc(-c2nn(C)c(=O)c3ccccc23)cc1
  6% | nt | nt | nt | nt | 14% | 0% | i | nt
> CCOC(=O)c1ccccc1NC(=O)COC
  -2% | -2 | -4.1 | -3% | 9% | 0% | 0% | i | 14%

The list continues.
| molecule | HEK293 tox | PI5P4K alpha inh | IL2 activator | PLK1 PBD inh | EPAC1 agonist | GLP-1R inv ag | GLP-1R agonist | PTHR1 agonist | EPAC1 antagonist |
| --- | --- | --- | --- | --- | --- | --- | --- | --- | --- |
| COc1ccc(CCNc2c([N+](=O)[O-])ncn2C)cc1OC | -15% | 1 | 1.5 | 4% | -4% | 13% | 7% | -8% | 4% |
| CCOC(=O)NN1C(=O)c2ccccc2NC1c1cccc(O)c1 (stereo not given) | 5% | -9 | 0.3 | -3% | 7% | 0% | 5% | 13% | 17% |
| COc1ccc(CCNC(=O)C(C)n2nc(C)c3c(C)n(-c4ccc(C)cc4)nc3c2=O)c(OC)c1 (stereo not given) | -4% | -1 | -3.0 | 3% | -2% | ? | -5% | -45%[inhibitor] | -15% |
| Cc1cccc(NC(=O)c2c(C)nn(-c3ccccc3)c2Cl)c1 | -9% | 8 | 0.2 | -3% | 1% | ? | 3% | -24% | -28% |
| O=C(CN1C(=O)NC(Cc2ccccc2)(Cc2ccccc2)C1=O)NCC1CCCCC1 | 6% | -1 | 1.7 | 0% | 5% | ? | 0% | -41%[inhibitor] | -13% |
| Clc1ccc(Sc2cnc3ccccc3n2)cc1 | 2% | 26 | 0.4 | ? | 14% | ? | 8% | -3%[57.5 µM] | 7% |
| CSCc1cc(N(C)C)nc(SCc2ccc(Cl)cc2Cl)n1 | -12% | nt | -2.5 | 4% | 16% | ? | 13% | ? | -5% |
| CCN1C(=O)N/C(=C/c2ccc(C)o2)C1=O | -11% | -29 | -0.5 | -1% | 10% | 38%[activator] | 6% | -2% | 13% |
| CCOc1ccc(OCC(=O)OCC(=O)N(CC(C)C)c2c(N)n(Cc3ccccc3)c(=O)[nH]c2=O)cc1 | 1% | 18 | -2.0 | -1% | -9% | -9% | -8% | i | 11% |
| Cc1ccc(CCNC(=O)CN(c2ccc(C)cc2)S(=O)(=O)c2c(C)noc2C)cc1 | -8%&-6% | 8 | -0.9 | 5% | -14% | -2%&-11% | -5%&-1% | -4%&-47% | -9% |
| CCOc1cc(NC(=S)NCCOC)c(OCC)cc1NC(=O)c1ccco1 | -26% | 6 | 1.3 | -7% | 12% | 0% | 25% | -5% | 13% |
| COC(=O)c1ccccc1NC(=O)c1cccc(NC(=O)CSCc2ccccc2)c1C | 26% | nt | 1.1 | -3% | -3% | -9% | 3% | i | -7% |
| CC(=O)c1c(C)[nH]c(C(=O)N2CCN(C(=O)c3ccco3)CC2)c1C | -6% | -1 | 1.0 | -17% | 7% | -12% | 0% | i | 20% |
| O=C(O)c1ccccc1CSc1ccccn1 | -2% | 1 | 0.4 | -11% | 0% | 10% | 2% | i | 10% |

Three compounds already listed, sorted by the value under EPAC1 antagonist, descending.
| Compound | EPAC1 antagonist |
| --- | --- |
| CCOC(=O)NN1C(=O)c2ccccc2NC1c1cccc(O)c1 (stereo not given) | 17% |
| O=C(O)c1ccccc1CSc1ccccn1 | 10% |
| Clc1ccc(Sc2cnc3ccccc3n2)cc1 | 7% |

Results in EPAC1 agonist, IL2 activator and PTHR1 agonist (2 entries from above):
| mol | EPAC1 agonist | IL2 activator | PTHR1 agonist |
| --- | --- | --- | --- |
| CCN1C(=O)N/C(=C/c2ccc(C)o2)C1=O | 10% | -0.5 | -2% |
| COc1ccc(CCNc2c([N+](=O)[O-])ncn2C)cc1OC | -4% | 1.5 | -8% |
